PKA-R1A act: activators of PKA-R1A complex | P00514+P68181 | PKA-R1A dissociation, Cy5-IP20 fluorescence polarization; scaled: DMSO 0%, 113 µM cGMP 100% | activation, % at 11.4 µM | 340,000 compounds, 0.083% hits | AID 504707;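 active = percent activation above the mean of all tested compounds plus 3 SD, cut at about 19% in these data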;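 also: higher means more PKAc released from R1A so a rise in polarization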
PKA-R2B activ: activators of human PKA-R2B complex | AID 504700 | activation, % at 11.4 µM | PKA-R2B holoenzyme dissociation, Cy5-IP20 fluorescence polarization; R2B truncated from residue 108, S112A mutant; 0% DMSO only, 100% 113 µM cGMP | P22694+P31323 | 340,000 compounds, 0.079% hits;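 active = activation above a cutoff set at the mean over all compounds plus 3 SD, cut at about 18% in these data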;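 also: higher means more holoenzyme dissociation and a rise in polarization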
OPRM1-OPRD1 inv: mu-delta opioid heterodimer inverse agonism. P35372+P41143. cell-based MOR-DOR heterodimer luminescence. inhibition, % at 9.3 µM. 340,000 compounds, 0.21% hits; in the data active = inhibition above about 22%, passing the limit was not always enough;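 also: 0% = cells with DMSO and 100% = wells without cells with DMSO; values of inactives mirror those of a sister screen read the other way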
DSG3 Ab inh: blocks pemphigus antibody binding to human desmoglein-3 | P32926 | DSG3-coupled beads, scFv-anti-DSG3-GFP binding, flow cytometry; active compounds read low | binding (percent of control), % at 10 µM | 310,000 compounds, 0.48% hits;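 active = binding more than 3 SD below its plate's average and above zero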;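 also: hits lower antibody fragment binding to DSG3; some compounds called inactive have numbers as strong as hits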
Arr AP2 block: human beta-arrestin and AP2 interaction inhibition; FITC-arrestin peptide / GST-AP2 beads, flow cytometry; AP2 beta2 appendage carries R879A mutation; inhibition, % at 10 µM; 340,000 compounds, 0.31% hits; AID 504490;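 active = inhibition above a set limit, near 3 SD of compounds lacking own fluorescence, cut at about 54% in these data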;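 also: plate controls were DMSO wells for no effect and 5 µM unlabelled arrestin peptide for full effect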
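Material – AP2 appendage R879A on GSH beads · Buffer or medium – PBS with 0.05% Tween 20 and 0.1% BSA · Probe or stimulus – fluorescein-tagged arrestin peptide at 50 nM final · Incubation – compound with beads 12 min RT, then probe 1 h RT · Detection – high-throughput flow cytometry of beads, ex 488, em 535 nm · Evaluation – percent response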
DAGLB inhibitor: blocks human DAGLB lipase activity; inhibition, % at 5.17 µM; 340,000 compounds, 0.059% hits; HEK293T DAGLB membrane lysate, EnzChek fluorogenic substrate; Q8NCG7; AID 504411; in the data active = inhibition above about 34%;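 also: 0% = enzyme with vehicle and 100% = wells lacking enzyme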
Target sequence (Q8NCG7 whole entry, looked up): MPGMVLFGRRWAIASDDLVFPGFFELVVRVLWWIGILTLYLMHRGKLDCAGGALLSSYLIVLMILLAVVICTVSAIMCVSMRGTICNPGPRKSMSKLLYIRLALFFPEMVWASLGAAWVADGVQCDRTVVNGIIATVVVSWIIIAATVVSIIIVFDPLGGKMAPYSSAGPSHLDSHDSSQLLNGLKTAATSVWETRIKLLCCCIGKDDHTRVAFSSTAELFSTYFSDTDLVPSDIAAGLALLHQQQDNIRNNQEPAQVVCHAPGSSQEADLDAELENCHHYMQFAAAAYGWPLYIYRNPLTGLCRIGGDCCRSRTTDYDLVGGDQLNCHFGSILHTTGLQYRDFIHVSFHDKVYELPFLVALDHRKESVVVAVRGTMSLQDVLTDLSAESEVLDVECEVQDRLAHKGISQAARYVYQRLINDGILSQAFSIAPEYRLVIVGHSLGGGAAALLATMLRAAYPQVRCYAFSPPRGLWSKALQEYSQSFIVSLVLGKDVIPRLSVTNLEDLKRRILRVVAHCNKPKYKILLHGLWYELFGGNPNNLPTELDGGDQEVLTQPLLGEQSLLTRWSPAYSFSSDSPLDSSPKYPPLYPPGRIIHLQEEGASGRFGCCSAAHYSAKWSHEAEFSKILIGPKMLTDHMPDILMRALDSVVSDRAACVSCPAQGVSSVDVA
MOR-DOR ag: agonists of human mu-delta opioid receptor heterodimerization; P35372+P41143; cells, OPRM1-OPRD1 heterodimerization, luminescence; activation, % at 9.3 µM; 340,000 compounds, 0.3% hits; in the data active = activation above about 18%;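 also: 0% = vehicle-treated cells and 100% = reference agonist; values of inactives mirror those of a sister screen read the other way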
HTR5A ag ctr: HTR5A agonism, opioid heterodimer counter-screen; 340,000 compounds, 0.61% hits; activation, % at 9.3 µM; HTR5A agonist assay, luminescence, cell-based; in the data active = activation mostly above about 9.5%, no sharp cut-off; inactive = mostly below about 7.6%;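 also: 0% = cells with vehicle only and 100% = reference agonist; strong numbers were not always called active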
Target sequence (P47898 whole entry, looked up): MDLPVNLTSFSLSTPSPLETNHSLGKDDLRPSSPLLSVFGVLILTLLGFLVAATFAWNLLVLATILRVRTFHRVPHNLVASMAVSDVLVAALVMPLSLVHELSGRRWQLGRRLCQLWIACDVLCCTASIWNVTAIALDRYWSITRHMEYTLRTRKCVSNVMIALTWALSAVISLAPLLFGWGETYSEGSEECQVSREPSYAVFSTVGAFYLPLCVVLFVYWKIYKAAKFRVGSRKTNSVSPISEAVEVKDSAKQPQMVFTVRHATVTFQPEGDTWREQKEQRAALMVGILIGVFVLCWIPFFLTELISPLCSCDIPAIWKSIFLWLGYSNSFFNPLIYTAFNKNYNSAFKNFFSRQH
HTR5A inv ag: HTR5A inverse agonism, opioid heterodimer counter-screen | 340,000 compounds, 0.083% hits | HTR5A cell line, luminescence | AID 504634 | P47898 | inhibition, % at 9.3 µM; in the data active = inhibition mostly above about 23%, no sharp cut-off; inactive = mostly below about 18%;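 also: 0% = cells with DMSO and 100% = no-cell wells with DMSO; some compounds called inactive have numbers as strong as hits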
V-ATPase pH: yeast V-ATPase proton transport regulation by pHLuorin; response, % at 10 µM; 350,000 compounds, 0.37% hits; S. cerevisiae, pHLuorin cytosolic pH fluorescence; in the data active = response mostly above about 7.3%, no sharp cut-off; inactive = mostly below about 5.4%; also: actives read high; inactives centre near 0; some compounds called inactive have numbers as strong as hits; reference of the scale not given here
* = called active by the depositor; · = no result given.

#	Compound	PKA-R1A act	PKA-R2B activ	OPRM1-OPRD1 inv	DSG3 Ab inh	Arr AP2 block	DAGLB inhibitor	MOR-DOR ag	HTR5A ag ctr	HTR5A inv ag	V-ATPase pH
1	Cc1ccc(-c2nn(-c3ccccc3)cc2/C=C2\SC(=S)N(CC(=O)O)C2=O)cc1	-8	1	10	97	31	2	-2.0	2	8	2
2	CCCCn1c(N)c(N(CCOC)C(=O)COC(=O)/C=C/c2ccc(Br)cc2)c(=O)[nH]c1=O	3	2	17	·	4	3	-3.2	4	6	3
3	CC(C)(C)c1cc(CCC(=O)NN)cc(C(C)(C)C)c1O	2	5	1	115	7	-3	-0.3	12*	3	-1
4	Cc1ccc(C(=O)/C=C/Nc2cccc([N+](=O)[O-])c2)o1	-10	-6	2	97	38	-2	-0.4	0	1	-2
5	Cc1ccc(N=C2NC(=O)/C(=C\c3ccsc3)S2)c(C)c1	4	-16	-25	95	-1	4	4.7	5	1	0
6	CCC(C)(C)NC(=O)CN(C(=O)CCC(=O)Nc1ccccn1)c1ccc2c(c1)OCO2	-5	-3	5	·	2	1	-0.7	0	-1	2
7	CCN(CC)S(=O)(=O)c1cc(C(=O)Nc2cc(C)on2)ccc1Cl	2	12	-3	91	13	-3	0.6	2	-5	-5
8	CCOC(=O)c1ccc(NC(=O)CSc2nc(SC)ns2)cc1	-11	-3	-22	·	-11	-4	5.2	8	-5	10
9	Cc1ccccc1OCC(=O)NCCNC(=O)c1ccccn1	1	-2	7	89	12	-5	-1.2	3	-2	-3
10	CCOCCCNC(=O)CN1CCN(c2ccc(F)cc2)CC1	-10	-7	7	96	3	1	-1.2	3	14	1
11	O=C(CSc1ncn[nH]1)Nc1cccc(S(=O)(=O)N2CCCCCC2)c1	5	1	7	99	35	-4	-1.1	-2	5	-5
12	COc1ccc(NC(=O)CCSc2cc(C)c3ccccc3n2)cc1	-4	0	-1	105	33	-7	0.2	-5	13	-2
13	CSCC[C@H](NC(=O)C1CCN(S(=O)(=O)c2ccccc2)CC1)C(=O)NC1CC1	-7	-4	11	·	-8	1	-2.0	1	9	-1
14	CCOC(=O)c1nc(SC)n(C)c1C(=O)OCC	2	-3	9	88	28	3	-1.8	-1	4	4
15	Cc1nnc2ccc(-c3ccc(NS(=O)(=O)c4ccc(Cl)s4)cc3)nn12	-13	-6	8	·	-18	1	-1.9	2	-4	2
16	COc1ccc(N2C(=O)CCC2=O)c(OC)c1	14	2	9	·	17	0	-2.0	0	-1	11
17	CCc1ccccc1NC(=O)c1ccc(-c2csc(C)n2)cc1	-8	2	-9	124	7	0	1.8	1	-3	-1
18	COc1ccc(/C=C/C(=O)N(CC(C)C)CC(C)C)cc1Br	-6	5	-71	101	3	-5	13	4	-13	-1
19	Cc1ccc(C(=O)NCC(=O)N/N=C/c2cccs2)cc1[N+](=O)[O-]	-6	-6	13	98	-1	3	-2.4	-3	8	1
20	Cn1c(=O)[nH]c(=O)c2c1nc(Br)n2CCSc1ncccn1	-1	-12	13	95	15	-2	-2.3	5	18	-3
21	Cc1[nH]c2ccccc2c1C(=O)COC(=O)c1c(-c2c(F)cccc2Cl)noc1C	-5	-16	-33	102	-15	-5	7.4	0	10	4
22	COc1ccc(-n2c(SCC(=O)Nc3cc(C)on3)nc3ccccc3c2=O)cc1Cl	-8	5	-1	115	-3	-3	0.3	0	0	0
23	CC(C)OC(=O)Nc1ccc(Oc2c(F)c(F)c(F)c(F)c2F)cc1	14	3	-87	107	2	-10	15	1	-3	0
24	CN(CCCNC(=O)Cn1cccc1C(=O)c1ccccc1)C1CCCCC1	-2	11	7	96	-3	4	-1.6	-4	12	2
25	CC(=O)N1CCc2cc(S(=O)(=O)NCCCN3CCC(C)CC3)ccc21	1	-16	12	101	4	-1	-2.4	2	-8	-1
26	O=C(Nc1c(F)cccc1F)c1ccc2c(c1)CCN2S(=O)(=O)c1ccccc1	-6	-14	8	101	2	3	-1.6	1	21	-1
27	c1ccc(N2CCN(c3cnc4ccccc4n3)CC2)cc1	-3	3	-7	100	-7	-8	1.4	7	-18	-7
28	Cc1nc(NCCC(C)C)c2nnn(Cc3ccccc3)c2n1	-9	7	-22	103	18	0	4.7	4	-14	3
29	CCCCNC(=O)/C(=C/c1ccccc1)NC(C)=O	2	-9	10	97	53	-5	-1.7	5	-14	4
30	Cc1ccc(OCCCC(=O)Nc2cc(S(=O)(=O)N3CCOCC3)ccc2N2CCOCC2)cc1	1	-3	8	94	37	3	-1.2	-4	-30	-2

Part of the list above in order of SMILES length, ascending.
#	Compound	PKA-R1A act	PKA-R2B activ	OPRM1-OPRD1 inv	DSG3 Ab inh	Arr AP2 block	DAGLB inhibitor	MOR-DOR ag	HTR5A ag ctr	HTR5A inv ag	V-ATPase pH
29	CCCCNC(=O)/C(=C/c1ccccc1)NC(C)=O	2	-9	10	97	53	-5	-1.7	5	-14	4
27	c1ccc(N2CCN(c3cnc4ccccc4n3)CC2)cc1	-3	3	-7	100	-7	-8	1.4	7	-18	-7
28	Cc1nc(NCCC(C)C)c2nnn(Cc3ccccc3)c2n1	-9	7	-22	103	18	0	4.7	4	-14	3
17	CCc1ccccc1NC(=O)c1ccc(-c2csc(C)n2)cc1	-8	2	-9	124	7	0	1.8	1	-3	-1
18	COc1ccc(/C=C/C(=O)N(CC(C)C)CC(C)C)cc1Br	-6	5	-71	101	3	-5	13	4	-13	-1
19	Cc1ccc(C(=O)NCC(=O)N/N=C/c2cccs2)cc1[N+](=O)[O-]	-6	-6	13	98	-1	3	-2.4	-3	8	1
26	O=C(Nc1c(F)cccc1F)c1ccc2c(c1)CCN2S(=O)(=O)c1ccccc1	-6	-14	8	101	2	3	-1.6	1	21	-1
21	Cc1[nH]c2ccccc2c1C(=O)COC(=O)c1c(-c2c(F)cccc2Cl)noc1C	-5	-16	-33	102	-15	-5	7.4	0	10	4
30	Cc1ccc(OCCCC(=O)Nc2cc(S(=O)(=O)N3CCOCC3)ccc2N2CCOCC2)cc1	1	-3	8	94	37	3	-1.2	-4	-30	-2

The results go on:
#	Compound	PKA-R1A act	PKA-R2B activ	OPRM1-OPRD1 inv	DSG3 Ab inh	Arr AP2 block	DAGLB inhibitor	MOR-DOR ag	HTR5A ag ctr	HTR5A inv ag	V-ATPase pH
31	Cc1cnc(NC(=O)Cc2ccccc2F)s1	4	5	1	·	3	-1	-0.2	0	-2	1
32	O=C(Nc1cnn(Cc2ccc(F)cc2)c1)c1noc2c1CCCC2	-12	-1	7	98	12	0	-1.3	4	-13	-2
33	CSc1cccc(-c2nnc(NC(=O)c3cccc(N4C(=O)CCC4=O)c3)o2)c1	-4	-10	7	96	-3	3	-1.1	0	1	-3
34	O=S(=O)(NCCc1ccccn1)c1ccc(-c2ccccn2)s1	-6	-6	17	108	31	-2	-3.3	2	-26	-3
35	CCC(CC)N1CCN(Cc2nc3ccc([N+](=O)[O-])cc3c(=O)n2-c2ccccc2F)CC1	-12	-1	6	88	4	-1	-1.1	1	-5	-2
36	Cc1nn(CC(=O)NCCc2ccc(Cl)cc2Cl)c(C)c1[N+](=O)[O-]	-6	-3	9	86	7	-2	-1.8	1	22	-2
37	CC(NC(=O)Cc1ccc(S(=O)(=O)N2CCOCC2)s1)c1ccc(Cl)cc1Cl (configuration not stated)	-2	9	11	·	-26	-3	-2.1	1	-8	-2
38	CCC(C(=O)NCCc1ccccc1OC)n1nc(C)c2c(C)n(-c3ccccc3)nc2c1=O (configuration not stated)	-17	-12	11	101	1	1	-2.1	-1	6	2
39	COc1ccc(C(CNC(=O)COc2ccc(-c3ccccc3)cc2)N2CCOCC2)cc1 (configuration not stated)	-8	1	-7	101	-3	-1	1.3	0	12	-1
40	COc1ccc(C2C(C#N)=C(N)N(c3ccccc3C#N)C3=C2C(=O)CCC3)cc1CN1CCCC1 (configuration not stated)	-3	-7	1	90	21	-5	-0.2	-1	-4	2
41	CC(C(=O)N1CCc2ccccc21)N(C)CC(=O)Nc1cccc(F)c1 (configuration not stated)	4	2	9	104	22	-1	-2.3	0	-21	9
42	COc1cc(C2C3=C(CC(C)(C)CC3=O)Nc3c2c(=O)[nH]c(=O)n3Cc2ccccc2)ccc1O (configuration not stated)	-8	-14	-7	99	5	2	1.1	2	-5	3
43	O=C(CSc1nc(-c2ccccc2)c(-c2ccccc2)o1)Nc1nncs1	-7	-2	-3	107	-3	1	0.5	0	-45	0
44	Cc1cccc(N2C(=O)C3C(c4ccccc4)OC4(C(=O)c5ccccc5C4=O)C3C2=O)c1 (configuration not stated)	0	11	-17	97	12	8	3.1	3	6	1
45	CC(C)CN1CCN(Cc2cccn2-c2ccccn2)CC1CCO (configuration not stated)	-8	-5	20	88	-10	-1	-3.9	2	-32	-3
46	O=C(Cn1cnc2ccccc2c1=O)Nc1cccc(-c2nnc3n2CCCCC3)c1	17	6	-2	99	-4	1	0.3	-4	12	2
47	CC(=O)c1ccccc1Oc1cc(NN2CCCCC2)c([N+](=O)[O-])cc1[N+](=O)[O-]	-10	2	-3	101	-3	5	0.6	-2	-6	1
48	COc1ccc(N2CCN(c3oc(-c4ccc(OC)c(OC)c4)nc3C#N)CC2)cc1	1	-7	-7	99	-3	-1	1.2	6	-17	1
49	C=CCN(c1ccc(C(=O)NCCN2CCOCC2)cc1)S(C)(=O)=O	-9	1	12	92	1	0	-2.4	-4	24	0
50	O=S(=O)(/C=C/c1ccccc1)Nc1ccc2c(c1)OCO2	-13	-7	3	97	2	-1	-0.7	6	8	-3
51	Cc1ccc(OCCCn2ccnc2)c([N+](=O)[O-])c1	-11	3	17	125	6	-4	-3.1	4	8	-1
52	Cc1oc2cc(O)ccc2c(=O)c1Oc1ccc2ccccc2c1	-12	7	-6	103	9	-2	1.3	0	1	2
53	Cc1[nH]c2ccccc2c1SCCN	0	-2	-2	106	12	2	0.3	-2	-4	-1
54	CN(C)C1=NC[C@H](Cc2ccccc2)N1CCC1CCCC1	10	0	19	110	10	1	-3.2	3	-7	-1
55	COCCn1ccc2c(OCC(=O)Nc3cccc(NC(C)=O)c3)cccc2c1=O	-1	-3	5	96	7	1	-0.8	12	3	4
56	COc1cc([N+](=O)[O-])ccc1NC(=O)N1CCCCCC1	-5	2	-5	111	7	-1	1.2	5	-12	4

Assay outcomes from PubChem BioAssay.
